Assay outcomes: PubChem, several laboratories
Rad51 HR inh: blocks human Rad51 in homologous recombination; AID 1385; hit rate 0.085% among 200,000; hRad51 DNA strand exchange, fluorescence dequenching; inhibition, % at 10 µM; Q06609;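 active = inhibition above 40% at the single screening dose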;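 also: 0% = DMSO control wells and 100% = blanks with heterologous ssDNA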
Target sequence (Q06609 whole entry, looked up): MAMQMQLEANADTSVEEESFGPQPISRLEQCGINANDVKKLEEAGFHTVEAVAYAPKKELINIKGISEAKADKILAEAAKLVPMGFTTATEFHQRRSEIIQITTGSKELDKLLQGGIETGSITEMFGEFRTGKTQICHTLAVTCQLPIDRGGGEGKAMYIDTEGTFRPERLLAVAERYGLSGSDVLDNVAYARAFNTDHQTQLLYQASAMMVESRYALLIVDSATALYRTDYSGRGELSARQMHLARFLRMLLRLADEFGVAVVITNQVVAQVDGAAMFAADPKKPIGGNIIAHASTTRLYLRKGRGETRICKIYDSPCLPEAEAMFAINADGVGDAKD
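Test system: preformed human Rad51 ssDNA filaments; also added: Donor/quencher-labelled 47-bp dsDNA substrate; doses: 10 µM final, single point; times: 37 °C 15-min filament assembly, 30-min compound preincubation, 15-min exchange; detection: FRET fluorescence dequenching, excitation 485 nm, emission 520 nm; read-out basis: Fluorescence-based percent inhibition, control- and blank-normalised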
hK5 inh: inhibitors of human kallikrein 5; AID 873; hit rate 0.59% among 210,000; recombinant hK5, fluorogenic AMC substrate cleavage; inhibition, % at 5 µM;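 active = inhibition of 40% or more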;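 also: 0% = enzyme controls without compound and 100% = no-enzyme blanks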
Target sequence (Q9Y337 67-293 limits assumed): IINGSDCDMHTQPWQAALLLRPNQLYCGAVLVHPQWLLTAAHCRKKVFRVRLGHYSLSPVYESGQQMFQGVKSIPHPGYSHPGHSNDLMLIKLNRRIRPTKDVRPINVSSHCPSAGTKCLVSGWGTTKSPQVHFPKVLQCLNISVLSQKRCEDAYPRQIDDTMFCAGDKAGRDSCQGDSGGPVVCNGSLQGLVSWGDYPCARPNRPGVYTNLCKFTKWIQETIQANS
14-3-3 Bad inh: disrupts binding of bovine 14-3-3 zeta to phospho-Bad peptide | P63103 | TR-FRET 14-3-3zeta/Dy647-pBad peptide displacement, 1 h | inhibition, % at 21.7 µM | hit rate 0.71% among 220,000 | AID 781;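 active = inhibition above about 70%, limit read from the data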;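 also: 0% = full 14-3-3 plus peptide FRET controls and 100% = background without 14-3-3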
thrombin 1536: inhibitors of human thrombin. P00734. alpha-thrombin, Boc-VPR-AMC fluorogenic substrate cleavage. inhibition, % at 5 µM. hit rate 0.26% among 220,000;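 active = inhibition at or above 40%; inactive = inhibition below 40%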;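 also: 0% = enzyme with no compound and 100% = wells without enzyme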
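Material: human alpha-thrombin protein. Incubation: reaction at ambient temperature. Technique: fluorescence of released AMC, ex 355 nm, em 460 nm. Control set: no-compound enzyme wells and no-enzyme blanks. Also added: Boc-VPR-AMC substrate, 15 µM final. Buffer or medium: pH 7.5 Tris (50 mM) with NaCl 150 mM, Tween 20 0.05%.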
KCC2 mod: KCC2 (human) Cl- transport modulation; Q9H2X9; KCC2 cells, thallium flux FluoZin-2 fluorescence; B-score of Tl+ flux slope (higher = more flux/activation; lower = inhibition) at 10 µM; hit rate 2.2% among 190,000; AID 1456;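 active = thallium flux slope and its plate-corrected score both differing from the plate sample mean at a set confidence after two filtering rounds, in either direction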;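 also: slope of fluorescence scaled to starting intensity during 10 to 20 s after thallium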
eIF4E 4G PPI: inhibitors of eIF4E and eIF4G interaction in translation initiation. P63073+Q04637. hit rate 0.37% among 220,000. inhibition, % at 21.7 µM. TR-FRET eIF4E-eIF4GI(517-606) binding, 2 h. AID 782;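 also: 0% = full FRET control wells and 100% = background wells lacking eIF4GI fragment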
EBV gp42 block: blocks Epstein-Barr virus glycoprotein 42 binding | inhibition, % (tested at 21.74 µM) | AID 1085 | hit rate 0.42% among 220,000 | Q1HVG2 | Fluorescence polarization binding assay, mP read-out; in the data active = inhibition above about 50%
Target sequence (Q1HVG2 whole entry, looked up): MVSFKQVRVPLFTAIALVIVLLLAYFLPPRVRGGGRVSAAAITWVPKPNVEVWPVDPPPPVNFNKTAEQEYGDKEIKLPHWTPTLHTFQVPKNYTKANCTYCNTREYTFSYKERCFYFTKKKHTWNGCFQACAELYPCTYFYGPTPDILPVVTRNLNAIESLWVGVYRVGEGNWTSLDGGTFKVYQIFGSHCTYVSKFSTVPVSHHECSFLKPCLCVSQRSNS
NCF1 inh: inhibitors of human p47phox binding | p47phox/p22phox peptide binding, fluorescence polarization, 2 h | AID 1274 | hit rate 0.53% among 220,000 | inhibition, % at 24.7 µM;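 also: 0% = p47phox with labelled peptide and 100% = labelled peptide alone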
Furin inhibitor: blocks human furin protease activity | P09958 | purified furin, fluorogenic substrate cleavage | inhibition, % at 30 µM | hit rate 0.061% among 220,000 | AID 463115; in the data active = inhibition above about 25%; also: inactives centre near -15
Numbers without * were called inactive; x = no result given; [ ] = another dose, or the depositor's remark.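 The calls were made as follows, unless noted: active = inhibition above about 30% (limit read from the data); inactive = the rest.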

mol	Rad51 HR inh	hK5 inh	14-3-3 Bad inh	thrombin 1536	KCC2 mod	eIF4E 4G PPI	EBV gp42 block	NCF1 inh	Furin inhibitor
COc1ccc(-c2nnc(SC(C)C(=O)Nc3ccc4c(c3)OCCO4)o2)cc1 (centres undefined)	0	2	-5[fluorescence artefact?]	-3	x	1	-20	-1	-24
Cc1csc2c(C#N)c(=O)c3c(n12)CCC3	-5	-13	9	3	0.045	6	3	5	-8
COC(=O)c1cc2c(C(F)(F)F)nn(C)c2s1	4	-1	-19	-5	-0.037	2	-3	-13	-18
N=c1n(CCN2CCOCC2)c2ccccc2n1CC(=O)c1ccc(Cl)c(Cl)c1	11	-11	-7[fluorescence artefact?]	4	0.004	-3	0	-7	-25
COc1cc([N+](=O)[O-])ccc1NC(=S)Nc1cccc(C(=O)O)c1	1	1	0	0	-0.0073	5	-13	-9	-3
CNC(=O)C1=C(C)NC(=S)NC1c1cccs1 (centres undefined)	5	-6	-3	-7	-0.94	2	11	8	-10
Cc1cc([N+](=O)[O-])ccc1N=Nc1c(N)[nH]n(-c2ccccc2)c1=O	4	-4	-11	x	0.013	-4	-13	4	-10
COc1ccc(C(=O)C2CCN(C(=S)Nc3ccc(F)cc3)CC2)cc1	-4	3	0	11	-0.83	-3	-5	-5	-24
COCCNC(=O)CCC(=O)NNc1nc2ccccc2c2nc(C)nn12	8	1	-7	15	-0.13	-2	-13	4	-21
O=S(=O)(NCc1csc(-c2cccnc2)n1)c1cccs1	2	1	15	-4	-0.33	5	-8	-6	-9
COC(=O)CCCC1=CC2=CC(=O)C(C)(OC(=O)c3cccs3)C(=O)C2=CN1CCc1ccccn1 (centres undefined)	-7	6	-3	-4	-0.28	-1	16	10	-10
O=C(NNc1nc(-c2ccccc2)cs1)c1ccc(F)cc1	4	-5	-16	-6	-3.3	-3	4	-9	-24
COc1ccc(/C=C2\CCCC(C(=O)C(F)(F)F)=C2O)cc1	3	-3	-8	6	x	3	-16	-3	-2[20 µM]
Cn1c(SCc2ccc(C(C)(C)C)cc2)nnc1C1COc2ccccc2O1 (centres undefined)	-24	-2	-3	-6	x	7	-15	-10	9
Cc1sc2ncnc(N3CCCCC3C)c2c1C (centres undefined)	-3	10	3	-6	-1.8	-3	2	-6	-14
CCOCCOC(=O)COc1ccc(N2C(=O)c3ccccc3C2=O)cc1	5	-11	-7	1	-2.8	-6	-9	-14	-14
CCOC(=O)c1ccc(N2C(=O)CC(SCC(N)C(=O)OCC)C2=O)cc1 (centres undefined)	-1	4	-14	8	1	-1	-3	-1	-13
CC(=O)c1ccc(NC(=O)C2CC(=O)N(Cc3ccccc3)C2)cc1 (centres undefined)	3	-23	1	1	0.3	3	4	-4	-13[20 µM]
Cc1cc(C)nc(NS(=O)(=O)c2ccc(NC(=O)CCC3COc4ccccc4O3)cc2)n1 (centres undefined)	3	2	-1	-2	0.56	1	-10	-21	-3[20 µM]
Cc1nc(N)sc1-c1csc(N(C)c2ccc(O)cc2)n1	-2	-21	-8	-1	-3.1	11	-6	4	-19
COc1ccc([N+](=O)[O-])cc1NC(=O)CSc1nc(C)c(C)c(C)n1	x	-19	9[fluorescence artefact?]	-5	-1.4	0	12	-10	-8
Cc1ccc(N2CCN(C3=NC(=O)C(Cc4ccccc4)S3)CC2)cc1 (centres undefined)	-8	-10	-2	-11	-0.78	-3	-8	-3	-15
COc1ccc(C(=O)O)cc1S(=O)(=O)N(C)CCc1cccnc1	8	-13	-7[fluorescence artefact?]	5	-0.039	0[fluorescence artefact?]	-14	-5	-7
CC(C)N(C)C(=O)c1ccc(OC2CCN(CCc3ccccc3)CC2)cc1	-20	x	0	-7	x	3	7	-42	-27
Cc1nn(-c2ccccc2)c(Cl)c1/C=N/NC(=O)CNC(=O)c1ccccc1Cl	8	-15	-1	-19	-2.3	8	-2	-3	-18
CN=C(Cc1ccccc1)C1=C(O)CC(C)(C)CC1=O	x	2	2	3	2.3	2	-5	x	-26
O=C(COc1ccc(Br)cc1)N1CCN(c2ccccc2)CC1	4	-10	0	2	-1.5	-3	-1	0	-7[20 µM]
Cc1ccccc1OCC(=O)NCc1ccccc1	15	-10	0	0	-0.073	1	7	6	-18
CCn1c(-c2cc3c(C(F)(F)F)nn(C)c3s2)n[nH]c1=S	-2	11	7	-9	x	16	-6	-7	-12[20 µM]
NS(=O)(=O)c1ccc(NC(=O)CSc2ncn[nH]2)cc1	-3	-16	1	0	0.54	-1	0	-7	-22

Compound profiles, from the list above.
Profile of COc1ccc(C(=O)O)cc1S(=O)(=O)N(C)CCc1cccnc1 : Rad51 HR inh: 8; hK5 inh: -13; 14-3-3 Bad inh: -7[fluorescence artefact?]; thrombin 1536: 5; KCC2 mod: -0.039; eIF4E 4G PPI: 0[fluorescence artefact?]; EBV gp42 block: -14; NCF1 inh: -5; Furin inhibitor: -7
Profile of COc1ccc(/C=C2\CCCC(C(=O)C(F)(F)F)=C2O)cc1 : Rad51 HR inh: 3; hK5 inh: -3; 14-3-3 Bad inh: -8; thrombin 1536: 6; KCC2 mod: x; eIF4E 4G PPI: 3; EBV gp42 block: -16; NCF1 inh: -3; Furin inhibitor: -2[20 µM]
Profile of CCn1c(-c2cc3c(C(F)(F)F)nn(C)c3s2)n[nH]c1=S : Rad51 HR inh: -2; hK5 inh: 11; 14-3-3 Bad inh: 7; thrombin 1536: -9; KCC2 mod: x; eIF4E 4G PPI: 16; EBV gp42 block: -6; NCF1 inh: -7; Furin inhibitor: -12[20 µM]

The list continues:
mol	Rad51 HR inh	hK5 inh	14-3-3 Bad inh	thrombin 1536	KCC2 mod	eIF4E 4G PPI	EBV gp42 block	NCF1 inh	Furin inhibitor
COc1ccc(CNc2nc(-c3ccccc3)nn2C(=O)c2cccs2)cc1	x	-3	7	-8	x	1	0	-5	-21[20 µM]
O=C(/C=C/c1ccoc1)c1ccccc1O	3	-17	-16	-8	-0.002	-1[fluorescence artefact?]	1	-3	-9
COC(=O)c1c(NC(=O)C2CC2)sc(C(=O)Nc2ccccc2)c1C	-1	3	-11	-6	-0.89	0	-10	-13	-5
CCOc1ccc(/C(O)=C2\C(=O)C(=O)N(c3ccc(OC)cc3)C2c2ccccc2[N+](=O)[O-])cc1 (centres undefined)	13	0	6	-1	x	1	-9	7	-9
COc1ccc(N2C(=O)CC(N3CCC(O)(c4cccc(C(F)(F)F)c4)CC3)C2=O)cc1 (centres undefined)	1	-14	6	5	x	5	-6	-10	-20
COc1ccc(CSc2n[nH]c(C)n2)cc1Br	8	-8	-5	-3	-0.99	1	-7	5	-31
CC(=O)c1c(N2CCN(C(=O)c3ccco3)CC2)nc(=S)n(-c2ccccc2)c1C	-5	-12	-9[fluorescence artefact?]	-4	-1.1	-3	-16	-18	-12[20 µM]
Cc1ccccc1OCCSc1nc2ncnc(N)c2[nH]1	-8	-5	-3	-7	-1.2	1	-4	0	-14
Cc1ccc(C2CC(=O)NC3=C2C(=O)CCC3)cc1Br (centres undefined)	-5	3	-7	4	x	2[fluorescence artefact?]	-16	-10	-20
CNC(=O)COC(=O)[C@@H](Nc1ccc(S(=O)(=O)N2CCOCC2)cc1[N+](=O)[O-])C(C)C	1	-9	-6	0	0.25	-2	9	-3	1
CC1(c2nnc(-c3ccc(Cl)cc3)o2)CC(c2ccc(Cl)cc2)=NO1 (centres undefined)	8	-2	2	-3	-0.69	-1	15	4	-13
c1cc(CNC2=NCCCCC2)ccn1	-8	65*	55	11	0.46	-2	-5	5	-15
CN(Cc1cn(C)nc1-c1cccc(Cl)c1)C1CCOCC1	-135	12	4	9	x	1	-11	24	1
CN1CCN(NC(=O)c2cc(S(=O)(=O)Nc3ccc(Cl)cc3)ccc2Cl)CC1	x	0	-11	-14	-0.49	2	-15	-13	-14
CCSc1nc2c(sc3ccccc32)c(=O)n1C(C)C	6	-4	-3	2	24*	4	-2	-11	1[20 µM]
O=C(c1cc(-c2ccccc2)on1)N1CCN(C(=O)c2ccco2)CC1	10	-12	8	-1	-0.036	-4	-10	1	-13[20 µM]
CC1(C)CC(=O)C2=C(C1)N(Cc1ccccc1)C(=O)C2(O)C(F)(F)F (centres undefined)	-6	4	-4[fluorescence artefact?]	3	-0.7	-2[fluorescence artefact?]	1	-8	-21[20 µM]
CCCNC(=O)c1cc2c3ccccc3n(C)c2s1	-6	-4	19	-1	-1.2	7	-14	-21	-16[20 µM]
Cn1c(-c2ccc3c(c2)OCO3)cnc1NCc1ccccc1Cl	-52	-9	-2	-6	-1.4	0	1	4	1
CCOc1cccc(NC(=O)C2CC(=O)N(C)C(=Nc3ccccc3)S2)c1 (centres undefined)	-4	-4	-1	1	-0.2	15	18	-18	-7
CCOC(=O)CSC1=C(C#N)C(c2ccc(C)cc2)C(C(=O)OC)C(=O)N1 (centres undefined)	0	-6	-6	0	x	3	-17	-3	-11[20 µM]
COC1(c2ccccc2)NC(=S)NN=C1c1ccccc1 (centres undefined)	1	-9	0	-5	x	3	2	4	-14[20 µM]
N#CCSc1nn(-c2ccc(F)cc2)c(=S)s1	0	-5	30	-5	0.49	6	-13	-21	-15
NC(N)=Nc1nc2ccc(Cl)cc2c(=O)[nH]1	-7	-5	-10	-3	0.066	0	-12	-30	-23
CC(=O)N1CCN(Cc2cc(=O)n3cc(Cl)c(C)c(Cl)c3n2)CC1	5	-20	-4[fluorescence artefact?]	2	2.2	-1	-31	-20	-10
O=C(N/N=C/c1ccc(N2CCCCC2)o1)c1ccccc1	-2	-21	-43	-3	-1.4	-2	-15	2	-13
COc1ccc(CCNC(=O)c2ccc(=O)[nH]c2)cc1	4	7	-13	1	x	4	3	-4	-14
CCOC(=O)c1ccc(N2C(=O)CC(N3CCCC(C)C3)C2=O)cc1 (centres undefined)	-4	3	12	0	x	5[fluorescence artefact?]	-9	0	-25[20 µM]

Hits appear at their usual frequency; about 4.7% have a hit in one of these screens.
